From PubChem BioAssay
Myeloid diff MLP: compounds promoting myeloid differentiation; ER-HoxA9 myeloid progenitors, lysozyme-GFP differentiation, flow cytometry; calls only at 10 µM; 1% of 360,000 active;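 active = normalized GFP-positive differentiation at or above the plate's own cutoff, the solvent-only control mean plus 3 SD; inconclusive = no clear call, values can overlap the other calls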;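 also: cells exposed to compound for four days before flow analysis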
Myeloid diff MLP GFP+ MAC1+ %: second read-out of Myeloid diff MLP, no call of its own (marks repeat the call); GFP+ MAC1+ double positive, %; measured here: differentiation confirmed by MAC1 staining
Numbers without * were called inactive; i = inactive; ? = inconclusive; . = not tested or not shown; + = active, no number.

Order of values: Myeloid diff MLP | Myeloid diff MLP GFP+ MAC1+ %
- Cc1ccccc1CN1CCN(C(=O)[C@H]2O[C@@H](n3cnc4c(N)ncnc43)[C@H](O)[C@@H]2O)CC1
  i | 1.0
- CCCCOC(=O)C1=C(C)NC(=O)NC1c1ccc2c(c1)OCO2 (configuration not stated)
  i | 0.1
- CC(Sc1nnc(-c2ccccc2F)n1C)C(=O)Nc1ccc(N2CCOCC2)cc1 (configuration not stated)
  i | 0.8
- CCOC(=O)CNC(=O)N(C)[C@H]1C[C@H]2c3[nH]c4ccccc4c3CCN2C(=O)[C@H]1[C@H](C)O
  i | 0.4
- CCN(CC(=O)Nc1ccc(NC(C)=O)cc1)C(=O)CN1C(=O)NC(C)(c2ccc3ccccc3c2)C1=O (configuration not stated)
  i | 0.5
- O=C(NCCN1CCNC1=O)c1ccc2sc([C@H]3C[C@H](O)[C@@H](CO)O3)nc2c1
  i | 0.4
- CCC(CC)CN1CCC(CN2CCNC(=O)C2=O)CC1
  i | 4.9
- CCN(CCc1ccccc1)c1ccc2c(c1)C1CC2CCN1C(=O)OCc1ccccc1 (configuration not stated)
  i | 0.0
- CC1CCc2sc(C(=O)NN=C3CCCC3)cc2C1 (configuration not stated)
  + | 3.8*
- CC[C@]12c3[nH]c4cc(CCC(=O)N(C)C)ccc4c3CCN1C(=O)[C@@H](CC(=O)NCc1ccco1)C[C@@H]2C(=O)N1CCN(C(=O)C2CC2)CC1
  i | 0.7
- CCCCN1C(=O)C(CC(=O)NCCCCc2ccccc2)CC(C(=O)N2CCCCCC2)=C1C (configuration not stated)
  i | 1.0
- C[C@@H]1CN([C@@H](C)CO)C(=O)CCCn2nncc2CO[C@H]1CN(C)C(=O)Nc1ccc(N2CCCCC2)cc1
  i | 0.8
- Cc1ccc(C(O)c2ncc(-c3ccccc3)[nH]2)c(C)c1 (configuration not stated)
  i | 1.0
- OCC[C@@H]1C[C@H](O)[C@@H](O)[C@@]2(OCc3cc(C(F)(F)F)ccc32)O1
  i | 0.6
- C=C(C)Cn1c2ccc(NC(=O)CCOCC)cc2c(=O)n1C
  i | 1.1
- COc1ccc(-c2nn(-c3ccccc3)cc2C(=O)N(C)CC(=O)Nc2ccccc2Br)cc1
  i | 0.5
- CCC(=NNc1ccc([N+](=O)[O-])cc1[N+](=O)[O-])c1ccccc1
  i | 1.8
- O=C(Nc1ccc([N+](=O)[O-])cc1)C(c1ccccc1)c1ccccc1
  i | 0.7
- COc1ccc(C(C)(NC(C)=O)c2nc(-c3ccncc3)cs2)cc1 (configuration not stated)
  i | 1.1
- CN(Cc1ccccc1)C(=O)c1[nH]cnc1C(=O)Nc1ccc(Br)cc1F
  i | 0.7

Retrieved by compound from above (five):
Order of values: Myeloid diff MLP | Myeloid diff MLP GFP+ MAC1+ %
- CCCCN1C(=O)C(CC(=O)NCCCCc2ccccc2)CC(C(=O)N2CCCCCC2)=C1C (configuration not stated)
  i | 1.0
- O=C(Nc1ccc([N+](=O)[O-])cc1)C(c1ccccc1)c1ccccc1
  i | 0.7
- C[C@@H]1CN([C@@H](C)CO)C(=O)CCCn2nncc2CO[C@H]1CN(C)C(=O)Nc1ccc(N2CCCCC2)cc1
  i | 0.8
- CCC(=NNc1ccc([N+](=O)[O-])cc1[N+](=O)[O-])c1ccccc1
  i | 1.8
- OCC[C@@H]1C[C@H](O)[C@@H](O)[C@@]2(OCc3cc(C(F)(F)F)ccc32)O1
  i | 0.6

New compounds follow:
Order of values: Myeloid diff MLP | Myeloid diff MLP GFP+ MAC1+ %
- Cc1noc(C)c1-c1ccc(C(=O)Nc2cccc(C(F)(F)F)c2)c2occc12
  i | 0.5
- CC(C)COC(=O)N1CCCCC1c1cc(C(=O)NCc2cccnc2)no1 (configuration not stated)
  i | 0.7
- O=C(c1cc(COc2c(F)cccc2F)on1)N1CC[C@@H]2CCCC[C@H]2C1
  i | 1.2
- O=C(CCNC(=O)c1ccc(Cl)cc1)Nc1cc(C(F)(F)F)ccc1N1CCOCC1
  i | 0.5
- NC(CSC1(c2ccccc2)c2ccccc2-c2ccccc21)C(=O)O (configuration not stated)
  i | 1.9
- COCCNc1nc(NCc2cnc(C)cn2)c2sccc2n1
  i | 0.7
- CC(=O)N1CC2(CC(c3ccc(Cl)cc3Cl)=NO2)CN1c1cccc(Cl)c1 (configuration not stated)
  i | 1.7
- COc1cccc(CNC(=O)[C@@H]2CCCN2C(=O)[C@H]2CCCCN2C(=O)c2c(F)cccc2F)c1
  i | 0.5
- CCCCCC(=O)N1C[C@@H](n2cc(COC(=O)c3ccccc3)nn2)[C@H](O)C[C@@H]1c1ccc(OC)cc1
  i | 1.2
- Cc1cccc(C)c1NC(=O)C1(C)CN(S(C)(=O)=O)CC(=O)N1CCc1c[nH]c2ccccc12 (configuration not stated)
  i | 4.4
- CCN1C[C@@H]2[C@@H]3C(=O)N(Cc4ccccc4)C(=O)[C@@H]3[C@](Cc3ccccc3)(C1=O)N2C(=O)c1ccccc1
  i | 0.6
- COc1ccc(C(C)C)cc1-c1cc(C(=O)NCc2cc(C(F)(F)F)cc(C(F)(F)F)c2)[nH]n1
  i | 0.6
- C[C@H](CO)N1C[C@H](C)[C@H](CN(C)C(=O)Nc2cccc(Oc3ccccn3)c2)OCc2cnnn2CCCC1=O
  i | 1.4
- Cc1cccc(C2=NN(c3ccccc3)[C@@H](C(=O)N3CCOC3=O)[C@@H]2C)c1
  i | 0.6
- C/C=C/c1cccc(-c2nc(C(=O)NC3CCCC3)cc3c2[C@@H](CCO)N(S(=O)C(C)(C)C)C3)c1 (some centres not stated)
  i | 1.3
- CCCCOCCCNC(=O)C[C@@H]1C[C@@]2(C(=O)OC)CCCCC=C2N(Cc2ccco2)C1=O
  i | 1.3
- CSc1ccc(Cn2c(C)c(C(=O)NCc3ccc4c(c3)OCO4)sc2=O)cc1
  i | 1.8
- O=C(OCCO)c1c(-c2ccccc2)oc2c1C(OCCO)CCC2 (configuration not stated)
  i | 0.8
- CC1(C(=O)NS(=O)(=O)c2ccc(Br)cc2)CCN1C(=O)CCc1cccs1 (configuration not stated)
  i | 1.0
- c1ccc(CN=C2CCCc3ccccc3N2)cc1
  i | 0.9
- CCc1nc2ccc(C(=O)NCCCN3CCCC3=O)cn2c1N(CC)Cc1cccc(Br)c1
  i | 1.4
- C[C@@H]1CN([C@@H](C)CO)C(=O)c2cc(Br)cnc2O[C@H]1CN(C)C(=O)CCN1CCCCC1
  i | 0.2
- COc1cc(O)c(C(C)=O)c2c1C=CC(C)(C)O2
  i | 3.5
- S=C(NCc1ccccn1)NN=Cc1ccccn1
  i | 1.8
- CCc1c(-c2ccc(Br)cc2)ncn1Cc1cccc(-c2ccccc2)c1
  i | 1.4
- CCOc1ccccc1-c1cnc(NC)cn1
  i | 0.9
- CCC(c1nnnn1C1CCCC1)N1CCN(C/C=C/c2ccccc2)CC1 (configuration not stated)
  i | 1.0
- Cc1noc(C)c1C(=O)N1CCC1(C)C(=O)NS(=O)(=O)c1cccc(OC(F)F)c1 (configuration not stated)
  i | 0.5
- C=CCOC(=O)COc1ccc2c3c(c(=O)oc2c1)CCCC3
  i | 1.1
- CNc1cnc(-c2ccc(F)c(F)c2F)cn1
  i | 0.8
- CCCc1nc2c(s1)CCc1onc(-c3ccc(Cl)cc3)c1-2
  i | 1.7
- c1ccc2c(c1)nnn2-c1ccncc1
  i | 0.8
- OC(c1cccc(F)c1)c1ncc(-c2ccc(Oc3ccccc3)cc2)[nH]1 (configuration not stated)
  i | 3.0
- Cc1ccc(N2C(=O)N(CC(=O)N3CCc4ccccc43)C(=O)C2C)cc1 (configuration not stated)
  i | 0.7
- CCOC(=O)C(=O)N(C)c1c(CC)nc2c(OCc3cccc(Cl)c3)cccn12
  i | 0.8
- CCOC(=O)[C@]12CCCC=C1N(Cc1ccc3c(c1)OCO3)C(=O)[C@H](CC(=O)NCc1ccc(OC)c(OC)c1)C2
  i | 0.5
- COc1cc(C(C)=O)ccc1OCc1cn(CC(=O)c2ccc(O)cc2)nn1
  i | 0.6
- C=CCC[C@H](CCCCC)OC(=O)/C=C/[C@H](O)[C@@H](O)C[C@H](O)CC=C
  i | 1.6
- COc1cc(C=C2C(=O)C=CC2=O)ccc1O
  ? | .
- O=C1CCCC2=C1C1(CCCC1)N=C(Nc1nc3cc(-c4ccccc4)ccc3o1)N2
  i | 0.8
- COc1ccc(CN2C(=O)CN(S(C)(=O)=O)CC2(C)C(=O)NCc2ccccc2)cc1OC (configuration not stated)
  i | 3.0
- CCOC(=O)C1(C)CCN1C(=O)c1cccc2ccccc12 (configuration not stated)
  i | 1.2
- COC(=O)c1c(NC(=O)COC(=O)CNC(=O)c2cccc(OC(F)F)c2)sc(C)c1C
  i | 1.4
- CCc1nc2c(OCCOc3ccc(F)cc3)cccn2c1N(C)C(=O)C(C)C
  i | 0.6
- Cc1ccc(C(c2ccc(C)c(C)c2)C(O)C2OC(=O)C(O)C2O)cc1C (configuration not stated)
  i | 0.8
- C[C@]12c3[nH]c4cc(-c5ccco5)ccc4c3CCN1C(=O)[C@@H](CC(=O)NCc1ccco1)C[C@@H]2C(=O)N1CCCCC1
  i | 0.8
- CC12CCC(/C(=C/NNc3ccc([N+](=O)[O-])cc3[N+](=O)[O-])C1=O)C2(C)C (configuration not stated)
  i | 1.4
- COc1ccccc1CNC(=O)Nc1nc(C(N)C(C)C)cs1 (configuration not stated)
  i | 0.7
- NC(=O)C1C(=O)c2ccccc2C1(C[N+](=O)[O-])c1ccccc1 (configuration not stated)
  i | 1.0
- CC(C)(C)S(=O)(=O)N1C[C@@H]2CC/C=C\C/C=C\2[C@H]1CCO
  i | 0.5

Next part.
Order of values: Myeloid diff MLP | Myeloid diff MLP GFP+ MAC1+ %
- Cc1cc2nc(NC(=O)C3(C)CCN(C)C3)[nH]c2cc1C (configuration not stated)
  i | 0.8
- NC(=O)C1(Nc2ccccc2)CCCC1
  i | 1.2
- CN(C)S(=O)(=O)c1ccc(NC(=O)COc2cccc3c2OC(C)(C)C3)cc1
  i | 0.5
- O=[N+]([O-])c1ccc2cc[nH]c2c1
  i | 0.6
- CC12CCC3C(C1)C(C(=O)O2)C(=O)OC3(C)C (configuration not stated)
  i | 0.6
- O=C(NC(c1ccc(Cl)cc1)c1cnccn1)C1CCN(Cc2ccccc2)CC1 (configuration not stated)
  i | 0.3
- CC1CC2(C)C(=CC1=O)CCC1C2C(O)CC2(C)C1CCC2(O)C(=O)CO (configuration not stated)
  i | 1.7
- NC(CCc1ccccc1)c1csc(NC(=O)NCCc2ccccc2)n1 (configuration not stated)
  i | 1.1
- CCCCNS(=O)(=O)CCNCCc1ccccc1
  i | 0.6
- COc1ccccc1C(=O)OCC(=O)NC(=O)NC1CCCCC1
  i | 0.7
- CC(=O)N1c2ccc(C)cc2Sc2c1ccc1ccccc21
  i | 1.2
- CC(=O)Nc1ccc(-c2ccnc3c2CC(C)(C(=O)Nc2cccc(Oc4ccccc4)c2)O3)cc1 (configuration not stated)
  i | 1.1
- CCCC(C)(C)C(=O)N1CCC1(C)C(=O)Nc1ccc(OC)c(OC)c1 (configuration not stated)
  i | 1.4
- C[C@H](O)C#Cc1ccc2c(c1)O[C@@H](CN(C)C(=O)c1ccncc1)[C@@H](C)CN([C@H](C)CO)S2(=O)=O
  i | 0.5
- C#Cc1cccc(Nc2nc(NCCOC)nc3ccsc23)c1
  i | 1.2
- N#Cc1cccc(C(=O)C(=O)N2CCCN(Cc3ccc(F)cc3)CC2)c1
  i | 1.2
- Nc1[nH]c(C(=O)c2ccc(Br)cc2)c(-c2ccc(Br)cc2)c1C(=O)NCCc1c[nH]c2ccccc12
  i | 1.6
- COc1ccc(NC(=O)C2(C)Cc3c(-c4ccc5c(c4)OCO5)ccnc3O2)cc1OC (configuration not stated)
  i | 0.6
- Cc1cccc(NC(=O)c2cc([N+](=O)[O-])ccc2N2CCOCC2)c1C
  i | 0.3
- COc1ccc(C(=O)NCC(=O)OCC(=O)c2c[nH]c3ccccc23)cc1
  i | 0.8
- CCOC(=O)/C=C/c1cccc(C)c1O
  i | 1.4
- CC(C)C[C@H]1CN(CCCC[C@H]2CNC(=O)C(=O)N2Cc2ccccc2)C(=O)C(=O)N1Cc1ccccc1
  i | 0.8
- C=CCOc1ccc(/C=C/C(=O)OCC(=O)N2CCN(S(=O)(=O)c3ccc(C)cc3C)CC2)cc1
  i | 1.4
- CC1CCCCC1NC(=O)COC(=O)c1c2c(nc3ccccc13)/C(=C\c1ccco1)CC2 (configuration not stated)
  i | 2.1
- O=C(CNc1ccccc1F)Nc1cccc(S(=O)(=O)N2CCCCC2)c1
  i | 0.4
- COC(=O)C[C@H]1CC[C@@H](NC(=O)Nc2ccc3c(c2)OCO3)[C@@H](CO)O1
  i | 2.1
- Cc1cn([C@H]2C[C@H](O)[C@@H](CCC(=O)NCc3cccc4ccccc34)O2)c(=O)[nH]c1=O
  i | 0.9
- Cc1ccc(C)c(N2C(=O)c3ccc(C(=O)Nc4ccccn4)cc3C2=O)c1
  i | 0.6
- COc1cc2c(cc1[N+](=O)[O-])-c1ccc([N+](=O)[O-])cc1C2=NO
  i | 1.3
- CCCN1/C(=C(\C#N)C2=NS(=O)(=O)c3ccccc32)N(C)c2ccccc21
  i | 0.8
- CCOC(=O)[C@@H](C)N(C(=O)OC(C)(C)C)S(=O)(=O)N(Cc1ccccc1)[C@H](C(=O)OC)C(C)C
  i | 2.3
- Cc1nccn1-c1ccc(NC(=O)[C@H]2O[C@@H](n3ccc(=O)[nH]c3=O)[C@H](O)[C@@H]2O)cc1
  i | 1.7
- COc1cc(/C=C/C(=O)OCC(=O)c2ccc[nH]2)ccc1O
  i | 2.0
- Cc1cccnc1C(NC(=O)C1CCN(Cc2cn(C)c3ccccc23)CC1)c1ccc(Cl)cc1 (configuration not stated)
  i | 0.8
- O[C@@H]1C[C@H](c2ccc(Cl)cc2)N(Cc2cccs2)C[C@H]1n1cc(-c2ccc(F)cc2)nn1
  i | 0.7
- CCOC(=O)C1=C(C)c2ccccc2OC1C(=O)OCC (configuration not stated)
  i | 0.5

A portion of the library; the hit share may differ from the screen's.
